Compound activity (PubChem)
GALK inhibitor = blocks human galactokinase activity | P51570 | Purified GALK, Kinase-Glo residual ATP luminescence | Potency, µM (series often up to 57.5 µM), for the others: at the top dose activity change, negative = inhibition, usual class: inhibitors | hit rate 0.007% among 270,000 | AID 1868; note: potency is the fitted concentration of half-maximal effect; % is set by controls: 0 for no effect and ±100 for the full control effect
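5 nM enzyme, 35 uM ATP, 100 uM galactose, 20 mM HEPES pH8.0, 5 mM MgCl2; 1 h RT; residual ATP by Kinase-Glo Plus luminescence, qHTS format.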
PKM2 activator = activators of human pyruvate kinase M2 | AID 1631 | Potency, µM (titrated, usually from 57.5 µM), for the others: at the top dose activation, hits mostly activators | hit rate 0.34% among 260,000 | purified PKM2, Kinase-Glo ATP luminescence, activation; response scale: 0% is enzyme alone, no compound; note: potency is the fitted concentration of half-maximal effect; % is set by controls: 0 for no effect and ±100 for the full control effect; nearly all actives have a fitted effect of over 55% in size
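ATP formation by purified human PK-M2, quantified via coupled luciferase luminescence after 1 h at room temperature with 0.1 mM ADP and 0.5 mM PEP final.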
KCNH2 3.1 inh = KCNH2 3.1 (human) potassium channel inhibition | U2OS KCNH2 3.1, thallium flux FluxOr; hits give low values | activity change, % (tested at about 1.8 µM) | hit rate 0.95% among 340,000 | AID 720553;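 active = maximum activity change below -70%; inconclusive = maximum activity change from -70% to -50%; inactive = maximum activity change above -50%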;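 note: thallium influx rate constant from kinetic fluorescence after stimulation buffer; % is set by controls: 0 for no effect and ±100 for the full control effect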
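Normalized rate constant (relative to positive and negative DMSO controls) derived from a 2 min kinetic fluorescence read after stimulation; U2OS cells expressing the 3.1 isoform via virus at 1.77 x 10^8 /mL.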
TRPV1 agonist = activates the human vanilloid receptor TRPV1. AID 540275. TRPV1-expressing cells, Fluo-8 calcium influx, agonist mode. Q8NER1. activation, % at 8.33 µM. hit rate 0.19% among 320,000; in the data active = activation above about 80%; inconclusive = between about 30% and that limit; note: 0% is about no effect
Target sequence (Q8NER1 whole entry, looked up): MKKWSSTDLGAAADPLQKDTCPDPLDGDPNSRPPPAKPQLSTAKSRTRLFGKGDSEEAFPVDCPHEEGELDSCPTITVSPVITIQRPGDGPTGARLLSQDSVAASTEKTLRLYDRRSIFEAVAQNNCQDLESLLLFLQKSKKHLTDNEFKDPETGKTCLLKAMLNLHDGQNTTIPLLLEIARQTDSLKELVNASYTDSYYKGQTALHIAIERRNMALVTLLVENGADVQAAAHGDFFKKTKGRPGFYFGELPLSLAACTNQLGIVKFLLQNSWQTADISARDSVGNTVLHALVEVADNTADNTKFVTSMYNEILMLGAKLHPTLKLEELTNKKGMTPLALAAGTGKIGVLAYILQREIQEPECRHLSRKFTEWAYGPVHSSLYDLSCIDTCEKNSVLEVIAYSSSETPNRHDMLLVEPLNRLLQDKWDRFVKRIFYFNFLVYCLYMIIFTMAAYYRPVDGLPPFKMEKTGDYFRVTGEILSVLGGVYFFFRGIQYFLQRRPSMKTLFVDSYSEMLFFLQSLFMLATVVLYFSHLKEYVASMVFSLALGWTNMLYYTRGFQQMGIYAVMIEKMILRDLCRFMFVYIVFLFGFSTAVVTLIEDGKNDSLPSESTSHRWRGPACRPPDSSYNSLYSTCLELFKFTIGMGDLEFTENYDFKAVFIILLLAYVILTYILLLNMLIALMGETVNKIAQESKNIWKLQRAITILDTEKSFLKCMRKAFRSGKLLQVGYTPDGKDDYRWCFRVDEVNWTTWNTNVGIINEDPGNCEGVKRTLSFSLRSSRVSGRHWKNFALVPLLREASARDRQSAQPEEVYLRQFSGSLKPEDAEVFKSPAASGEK
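TRPV1-expressing cells were cultured overnight at 35.5C and loaded with Fluo-8 calcium dye for 40 to 90 min at room temperature. After a 10 s baseline, compound was added and calcium influx was read kinetically for 3 min (ex 480/em 520 nm).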
MLL CXXC-DNA inh = inhibitors of human MLL CXXC domain-DNA interaction; hit rate 0.037% among 290,000; Potency, µM (highest dose often 115 µM), for inactives: at the top dose activity change, negative = inhibition, hits mostly inhibitors; AID 2662; MLL-CXXC / FITC-HOXA9 DNA fluorescence polarization; active = well fitted inhibition curve with a large enough effect in the polarisation, with a control signal flat, not every such curve was filed as active; inconclusive = small, poorly fitted or top-dose-only effect, or effect the other way, or a change in a side signal; inactive = no such curve, though single readings can be large or run the other way; the % refers to the polarisation; note: potency is the fitted concentration of half-maximal effect
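Purified MLL-CXXC (added from a 7 uM solution) was preincubated 5 min at ambient with pinned compounds in 50 mM Tris-HCl pH 7.5, 50 mM NaCl, 1 mM DTT, 0.05% BSA. Fluorescein-labeled HOX-A9 DNA (50 nM solution) followed, 30 min, then polarization read.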
Menin MLL FP TR = inhibitors of human menin-MLL interaction, mutant MLL peptide | O00255 | Menin + Texas Red MLL mutant peptide, fluorescence polarization | Potency, µM (titrated, usually from 61.6 µM), for the others: top-dose FP activity change, negative = inhibition, hits mostly inhibitors | hit rate 0.23% among 270,000 | AID 1768; active = well fitted inhibition curve with a large enough effect in the polarisation, with a control signal flat, not every such curve was filed as active; inconclusive = small, poorly fitted or top-dose-only effect, or effect the other way, or a change in a side signal; inactive = no such curve, though single readings can be large or run the other way; the % refers to the polarisation; note: potency is the fitted concentration of half-maximal effect; % of control where 0% means no effect; many of its hits are not listed in these tables
Giardia kill = kills Giardia lamblia; activity change, % at 7.66 µM, hits read low; hit rate 0.15% among 340,000; Giardia lamblia trophozoite viability; in the data active = activity change below about -80%; inconclusive = between about -30% and that limit;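 note: parasites exposed to compound for two days anaerobically before the ATP read; % is set by controls: 0 for no effect and ±100 for the full control effect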
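Trophozoites 100 cells/well + cpd; 48 hrs, 37 deg C, anaerobic. ATPLite 1-Step added, 15-30 min RT, luminescence read (ATP-based viability).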
USP2a block = inhibitors of human ubiquitin-specific protease USP2a. hit rate 0.01% among 330,000. AID 463254. USP2 core, Ub-CHOP2 coupled fluorogenic reporter, 485/531. Potency, µM (top dose mostly 38.3 µM), without a hit: at the top dose activity change, negative = inhibition, actives largely listed as inhibitors. O75604;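 note: potency is the fitted concentration of half-maximal effect; plate controls were DMSO wells for no effect and full inhibition by NEM control for full effect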
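USP2 core (10nM final) preincubated 30min RT with compound in 20mM Tris-HCl pH 8.0, 2mM CaCl2, 2mM beta-mercaptoethanol, 0.05% CHAPS; 25nM Ub-CHOP2 plus 25nM reporter substrate added, fluorescence (Ex485/Em531) read after 60min.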
B2AR arrestin = recruits beta-arrestin to the human beta2-adrenergic receptor; hit rate 0.02% among 330,000; AID 492947; Potency, µM (titrated, usually from 46.1 µM), without a hit: at the top dose activation, hits mostly activators; beta-arrestin recruitment to beta2AR, cell-based reporter; P07550;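 note: potency is the fitted concentration of half-maximal effect; 0% = DMSO controls and full agonism = EC100 isoproterenol or metaproterenol; nearly all actives have a fitted effect of over 65% in size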
KCNH2 WT inh = KCNH2 (human, wildtype) channel inhibition; Q12809; U2OS, BacMam KCNH2, thallium flux FluxOr; hits give low values; activity change, % at 1.84 µM; hit rate 0.37% among 340,000; AID 720551;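 active = maximum activity change below -70%; inconclusive = maximum activity change between -70% and -50%; inactive = maximum activity change above -50%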; note: % is set by controls: 0 for no effect and ±100 for the full control effect
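U2OS cells transduced with wild-type KCNH2 virus are loaded with FluxOr dye for 45 min, and thallium flux is measured in kinetic reads before and after stimulation buffer. Rate constants are normalized to DMSO controls.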
FBPA coupling cs = coupling enzyme interference in Giardia aldolase counter-screen. coupling enzyme system counterscreen, AmpLite Red fluorescence. activity change, negative = inhibition, % at 58.2 µM, hits read low. hit rate 0.67% among 290,000; in the data active = activity change below about -30%; note: % is set by controls: 0 for no effect and ±100 for the full control effect
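Compounds tested against the coupling enzymes alone at 57.5 uM final; readout was AmpLite Red fluorescence (525/598 nm) after 20 min at RT.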
Active calls of the source: *; i = inactive; ? = inconclusive; . = no result given; [ ] = another dose, or the depositor's remark. Unless noted, calls come from the whole dose curve; as a rule, active = well fitted curve in the direction sought with a large enough effect; inconclusive = small, poorly fitted or top-dose-only effect, or another doubt; inactive = no such curve, though single readings can be large; an effect the other way counts as inactive or inconclusive. These rows are one share of the data; count on the stated rates, not on these rows.

compound	GALK inhibitor	PKM2 activator	KCNH2 3.1 inh	TRPV1 agonist	MLL CXXC-DNA inh	Menin MLL FP TR	Giardia kill	USP2a block	B2AR arrestin	KCNH2 WT inh	FBPA coupling cs
CC(C)(C)NC(=O)COC(=O)c1ccc(NC(=O)CC#N)cc1	0%	1%	-41	0	16%	10%	-20	0%	-0.2%	-3	3
Cc1cc(N=NC(=O)c2ccccc2O)c2ccccc2c1O	0%	-11%	2	4	5%	?	-22	0%	0.2%	4	-11
Cc1ccnc(NC(=O)Nc2ccc3c(c2)OCO3)c1	2%	-8%	-9	19	-2%	0%	-9	1%	0.1%	-1	1
COC(=O)C1C(=O)C2=C(CC1C)Nc1ccccc1NC2c1cccs1 (stereo not given)	1%	-19%	-5	-2	-6%	-1%	-6	-3%	-0.7%	-19	-9
Cc1ccccc1CSc1nnc(C)c(=O)[nH]1	-7%	-2%	3	-2	-2%	-6%	-20	1%	-0.4%	-12	2
O=C(COc1ccc(Cl)cc1)N1CCN(c2ccc([N+](=O)[O-])c(N3CCCCC3)c2)CC1	0%	6%	-30	11	-2%	13%	-10	-2%	-0.4%	11	0
CC(=O)OCC(OC(C)=O)C(OC(C)=O)C(OC(C)=O)C(=O)Nc1ccccc1C (stereo not given)	2%	-3%	2	3	-6%	9%	64[activator]	0%	-0.1%	16	2
O=C(CCNC(=O)c1ccco1)Nc1cccc(C(F)(F)F)c1	0%	-3%	8	2	-10%	14%	14	1%	-0.4%	-7	1
COc1cc(NC(=O)c2cc(-c3ccc(C)cc3)on2)cc(OC)c1OC	5%	4%	-1	5	4%	1%	7	-1%	-0.5%	1	2
COc1ccc(C)cc1S(=O)(=O)N(C)CC(=O)NC1CCCCCC1	1%	?	12	21	5%	-19%	-4	2%	-0.2%	8	-1
Cc1ccc(NC(=O)COC(=O)CN2C(=O)NC(C)(C)C2=O)cc1S(=O)(=O)N1CCOCC1	4%	5%	21	0	-13%	7%	-15	0%	-0.8%	-1	2
COc1cc(OC)cc(C(=O)NCCCNC(=O)c2ccccn2)c1	-5%	2%	4	1	5%	5%	-17	1%	0.5%	17	2
COc1ccc(NC(=O)CN2CCOCC2)cc1	0%	-9%	-3	0	22%	.	-10	3%	0.1%	-2	-1
CCCc1c(C)nc2ccc(OC)cc2c1SCCC(=O)O	1%	7%	16	1	-3%	1%	-14	4%	-0.4%	17	13
COc1cc(/C=N/NC(=O)c2nc(C)cc(C)n2)ccc1O	1%	0%	3	-1	1%	.	-4	0%	0.0%	-1	1
O=C(CSc1nnc(Cc2ccccc2)n1C1CCCCC1)N1CCOCC1	1%	10%	-13	.	-3%	-22%	6	4%	-0.1%	-6	2
Cc1cc2cc(CN(Cc3ccc4c(c3)OCO4)Cc3nnnn3C3CCCC3)c(=O)[nH]c2cc1C	0%	2%	-11	0	-5%	-5%	3	1%	0.3%	2	0
COc1ccc(-n2c(Cc3cccn3C)nnc2SCC(=O)Nc2cc(C)cc(C)c2)cc1	-2%	13%	1	-1	4%	-3%	-16	4%	-0.7%	-1	0
COC(=O)c1ccc(=O)n(CC(=O)c2ccc(Cl)cc2)c1	-2%	-1%	4	4	-6%	7%	7	10%	0.1%	-10	3
O=C(CCCCC(=O)Nc1c(I)cc(I)c(C(=O)O)c1I)Nc1c(I)cc(I)c(C(=O)O)c1I	.	.	11	.	.	-2%[24.8 µM]	-9	.	.	1	-1
CSc1n[nH]c(NCc2cccs2)n1	-3%	4%	-1	1	-2%	14%	5	0%	0.1%	-8	-2
O=C(C1CCC1)N1CCC(O)(c2cccc(F)c2)CC1	-1%	-9%	3	-2	8%	4%	-10	1%	0.0%	-2	4
Nc1c(C(=O)O)sc2nc(-c3ccc(F)cc3)cc(-c3ccccc3)c12	.	1%	5	-3	-4%	.	10	-2%	-0.4%	10	0
COc1cc(NC(=O)CCCNC(=O)Cn2cnc3sc4c(c3c2=O)CCCC4)cc(OC)c1OC	12%	-3%	1	0	-3%	0%	-1	0%	0.0%	4	11
COc1ccc(N(CC(=O)NCc2ccc3c(c2)OCO3)S(=O)(=O)c2ccccc2[N+](=O)[O-])c(OC)c1	-9%	3%	-4	-1	34%[activator]	.	29	1%	-0.3%	-10	.
CC(=O)c1ccc(N2CCN(C(=O)c3ccco3)CC2)c(F)c1	1%	-3%	-5	4	1%	?	-16	1%	7.2%	-5	1
Cc1cccc(-c2ncc(CN3CCC(CO)(CCCc4ccccc4)CC3)cn2)c1	1%	-1%	-19	5	29%	?	-1	0%	?	21	0
CCN(CC)c1ccc(C=Nc2ccc(N(C)C)cc2)c(O)c1	-1%	-25%	-9	3	?	20µM*	-5	4%	0.8%	-1	-27
CC1(C)OC(C)(C)/C(=C/Nc2ccccc2)C1=O	.	0%	14	5	1%	-1%	-1	1%	4.5%	14	0
CCCCc1cc2c(c(NC(C)=O)n1)c(=O)oc1ccccc12	-3%	1%	.	4	4%	-3%	.	1%	-0.3%	.	0
COc1ccc(N(C)S(=O)(=O)c2cccc3nsnc23)cc1	5%	-2%	-11	-6	4%	-5%	0	1%	-0.4%	-6	0
NC(=O)CCn1nc(-c2ccc(Cl)cc2)c2ccccc2c1=O	0%	3%	-7	3	4%	1%	-2	-3%	0.0%	2	1
CCOc1cccc2sc(NC(=O)c3ccc(Br)s3)nc12	2%	4%	-31	2	21%	?	-25	2%	-0.3%	-9	0
COc1ccc(NC(=O)c2ccc(F)c(F)c2)c2ccccc12	14%	0%	-7	?	22%	?	-12	0%	-0.8%	-2	0
COC(=O)c1ccccc1NC1=C/C(=N\S(=O)(=O)c2ccc(C(=O)O)cc2)c2ccccc2C1=O	?	.	-34	-3	16µM*	.	2	-7%	-0.2%	-1	-48*
COc1ccc(/C=C(/NC(=O)c2ccco2)C(=O)N2CCCC2=O)cc1	3%	13%	12	-2	2%	-6%	13	0%	0.0%	i	3
Cc1cc(C)n(-c2ccc(C(=O)Nc3sccc3C(N)=O)cc2)n1	4%	-21%	-1	1	1%	23%	-4	-1%	0.2%	3	-8
Cc1cc(NCCCO)n2nc(-c3cccs3)cc2n1	6%	-12%	-5	13	4%	?	-1	-2%	0.0%	2	-1
Cc1cc(C=O)c(C)n1-c1cc(C(F)(F)F)ccc1N1CCOCC1	0%	-8%	0	?	6%	-1%	-1	.	.	7	0
O=C(Nc1ccccc1O)c1ccc(C(=O)c2ccccc2)o1	-2%	2%	-2	7	-3%	-4%	13	-1%	0.2%	3	0
CN(Cc1cccc(F)c1)C(=O)c1cc(S(=O)(=O)N2CCOCC2)ccc1N1CCCC1	.	.	-18	6	.	.	-18	1%	0.1%	1	.
Nn1c(SCc2cccc(Br)c2)nnc1-c1ccncc1	10%	-5%	-2	6	0%	.	-7	1%	-1.2%	-1	1
Cc1ccc(-c2n[nH]c(=O)c3ccccc23)cc1N	4%	-4%	19	2	2%	5%	-15	1%	-1.2%	0	3
Cc1nn(CC(=O)N2CCOCC2)c(=O)c2c1sc1ccccc12	8%	.	-8	4	1%	.	-23	2%	0.4%	-3	.
COC(=O)[C@H](Cc1ccc(O)cc1)NC(=O)Cn1cnc2c(NCc3ccccc3)ncnc21	.	.	-1	.	.	.	-5	-2%	-0.8%	-31	.
O=C(NCc1cccs1)C(=O)NCC1OCCCN1S(=O)(=O)c1ccc(F)cc1 (stereo not given)	-3%	-3%	-5	-2	12%	-7%	-4	1%	-3.0%	0	-1
